Screens from PubChem BioAssay.
Chronic BCR inh: blocks chronic active B-cell receptor signaling; ABC-DLBCL IkBa-CBG/CBR reporter, luminescence ratio, 4 h; Potency, µM (highest dose often 46.1 µM), for the others: at the highest dose ratio change, negative = lower green/red ratio, most hits filed as inhibitors; 340,000 tested, 0.05% active; AID 493014; active = well fitted inhibition curve with a large enough effect in the signal ratio, with a control signal flat, not every such curve was filed as active; inconclusive = small, poorly fitted or top-dose-only effect, or effect the other way, or a change in a side signal; the % refers to the signal ratio;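 note: plate controls were basal doxycycline-induced cells for no effect and cells given 10 µM MG132 for full effect; MG132 reads +100%, hits lower the ratio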
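Doxycycline induced both beetle luciferases in TMD8 lymphoma cells; IKK-driven degradation limits the IkappaBalpha-fused green signal, while red luminescence normalises for cell number and nonspecific effects. Compounds tested up to 46 uM, 4 hrs.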
The depositor's hits bear a star; ? = inconclusive. Potency is the fitted concentration of half-maximal effect. Some of the compounds tested; the hit share may differ from the screen's.

SMILES	Chronic BCR inh
CCOC(=O)C1CCC(CN(Cc2c(Cl)cccc2Cl)S(=O)(=O)c2ccc(F)cc2)CC1 (centres undefined)	6.4%
O=C(NCc1ccc(F)cc1Cl)c1ccc(CSCc2ccccc2Cl)o1	0.3%
COc1ccc(C(=O)NCC(c2ccco2)S(=O)(=O)c2ccc(F)cc2)cc1 (centres undefined)	12.7%
CCc1ccc(CNC(=O)CCSCc2ccccc2F)cc1	-0.9%
COc1cccc(N2CCN(C(=O)CCCCCn3c(=O)[nH]c4ccccc4c3=O)CC2)c1	?
CC(=O)N1CCC2(CC1)OC(=O)C(C)=C2C(=O)NCc1cccc(Cl)c1	6.9%
CCCN1CCCc2cc(CN(CCCN3CCOCC3)C(=O)Nc3ccc(Cl)c(Cl)c3)ccc21	5.5%
Cc1ccc(CNC(=O)CSc2c(C)cnc3c2c(=O)n(C)c(=O)n3C)cc1	3.8%
COc1ccc(CNC(=O)CCCn2c(SCC(N)=O)nc3cc4c(cc3c2=O)OCO4)cc1	5.2%
Cn1c(=O)c2nc(SCC(=O)Nc3ccc(OC(F)(F)F)cc3)n(C)c2n(C)c1=O	-11.4%
CCC(=O)Nc1sc2c(c1C(=O)Nc1cccc(C)c1)CCCC2	27.1%
Cc1ccc2nc(NC(=O)CSc3cc(C)[nH]c(=O)n3)sc2c1	-2.3%
Cc1ccc(C)c(NC(=O)CSc2nnc(NC(=O)Nc3ccccc3)s2)c1	-2.5%
O=C(O)c1c(CNCc2cccc(F)c2)c2ccccc2n1Cc1ccccc1	?
CN(C)c1ccc(NC(=O)C2(c3cccs3)CCOCC2)cc1	?
Cc1ccc(CSCC(=O)N2CCN(c3ccccc3F)CC2)cc1	8.3%
CC(=O)N1CCc2cc(CNC(=O)c3ccccc3Br)ccc21	2.5%
CN(C)S(=O)(=O)c1ccc(C(=O)Nc2ccc(-n3nncc3-c3ccccc3)cc2)cc1	?
Cc1ccc(-n2ncc3c(N4CCCCC4)ncnc32)cc1Cl	?
COc1ccc(CNC(=O)CCCc2cn(C)c3ccccc23)c(OC)c1	?
COc1ccc(CNC(=O)CCC2N=C3c4ccccc4N=C(SCc4ccc(F)cc4)N3C2=O)cc1 (centres undefined)	-4.8%
CCc1ccc(NC(=O)c2ccc(F)c(S(=O)(=O)N3CCN(c4cc(C)ccc4C)CC3)c2)cc1	12.4%
Cn1c(=NC(=O)c2ccc(F)cc2)sc2cc(Br)ccc21	?
COc1cccc(CNC(=O)C2CCN(Cc3cc4ccccc4n3Cc3ccccc3)CC2)c1OC	-20.9%
CCOc1ccc(C(=O)NCc2ccc3c(c2)CCN3C(=O)c2ccc(Cl)cc2)cc1	6.3%

The listing continues:
SMILES	Chronic BCR inh
Cn1nnc2c(NCc3ccccc3Cl)ncnc21	?
COc1ccc(OC)c([C@@H]2Nc3ccc(C(=O)O)cc3[C@@H]3C=CC[C@@H]32)c1	-0.9%
COc1ccc(C(=O)Nc2ccc(N(C)Cc3ccccc3)c(C(=O)O)c2)cc1	?
CCOc1ccccc1NC(=O)c1c(NCc2sccc2C)sc2c1CCC(C)C2 (centres undefined)	?
COc1ccccc1N1CCN(c2ncnc3onc(C)c23)CC1	1.7%
COc1ccc(CCC(=O)NC2CC(=O)N(c3ccc(F)cc3)C2)cc1 (centres undefined)	?
Cc1cccc(-n2ncc3c(N4CCN(c5ccccc5)CC4)ncnc32)c1	16.0%
CC(C)N(Cc1ccccc1)c1ncnc2c1nnn2C	0.4%
Cc1ccc(Cl)cc1-n1ncc2c(Nc3ccc4c(c3)OCCO4)ncnc21	?
CCc1ccccc1N1C(=O)N(Cc2cc(=O)n3ccccc3n2)c2ccccc2S1(=O)=O	?
Cc1ccc(NC(=O)Cn2nnc3sc4c(c3c2=O)CCC(C)C4)cc1 (centres undefined)	23.3%
CCc1ccc(NC(=O)c2ccc(F)c(S(=O)(=O)NCCc3ccc(OC)c(OC)c3)c2)cc1	?
COc1cccc(C(c2sc3nc(-c4ccco4)nn3c2O)N2CCOCC2)c1 (centres undefined)	?
COc1ccccc1Nc1cc(C(=O)NCCCN(C)c2ccccc2)c2ccccc2n1	?
CCc1ccc(NC(=O)c2nc3nc(C)cc(C(F)F)n3n2)cc1	-0.3%
CCOC(=O)C1CCC(CN(Cc2c(Cl)cccc2Cl)S(=O)(=O)c2ccc(F)c(C)c2)CC1 (centres undefined)	-0.2%
COc1ccccc1N1CCN(S(=O)(=O)c2ccc(F)c(C(=O)Nc3ccc(Cl)cc3C(F)(F)F)c2)CC1	-38.5%
CCOC(=O)c1sc(NC(=O)c2cc3nc(-c4ccc(Br)cc4)cc(C(F)(F)F)n3n2)c(C(=O)OCC)c1C	-0.3%
Cc1ccc(S(=O)(=O)CC(=O)Nc2sc3c(c2C#N)CCCCC3)cc1	-5.0%
COc1ccc(-c2cc(C(C)=O)c(C)n2CCC(=O)NCc2ccc(C)cc2)cc1	?
CC(=O)c1cc(-c2ccccc2)n(CCC(=O)Nc2ccc(C(C)C)cc2)c1C	?
O=C(CSc1nnc(-c2cccc(F)c2)c(-c2cccc(F)c2)n1)NC1CCCCC1	-4.4%
Cn1nnc2c(NCCc3ccccc3)ncnc21	?
COc1ccc(CCNC(=O)c2cc(=O)[nH]c3ccc(S(=O)(=O)N4CCCCC4)cc23)cc1OC	0.0%
O=C(NCc1cccc(Cl)c1)C1CCN(c2nn3cc(-c4ccc(F)cc4)nc3s2)CC1	-0.8%

Later entries:
SMILES	Chronic BCR inh
O=C(NC1CC(=O)N(c2ccc(Cl)cc2)C1)c1cc2ccccc2o1 (centres undefined)	?
O=C(CN1C=NS(=O)(=O)c2ccccc21)Nc1ccccc1F	?
COc1ccccc1/C=C/c1onc(C)c1S(=O)(=O)N1CCC(C(=O)N2CCC(C)CC2)CC1	?
Cc1ccc(S(=O)(=O)Cc2nc(-c3ccc(C(=O)NCc4ccccc4)cc3)oc2C)cc1	-4.6%
COc1ccc(N2CC(NC(=O)C3CCCCC3)CC2=O)cc1 (centres undefined)	2.5%
COc1ccccc1CNC(=O)c1c[nH]c2ccc(S(=O)(=O)Nc3cc(C)cc(C)c3)cc2c1=O	-2.4%
COc1cccc(NC(=O)C2CCCN(S(=O)(=O)c3ccc4[nH]c(=O)ccc4c3)C2)c1 (centres undefined)	-1.4%
COc1cccc(NC(=O)N2CCN3CCCCC3C2)c1 (centres undefined)	?
CCOc1ccc(CN2C(=O)c3ccccc3Sc3ccc(C(=O)O)cc32)cc1	-13.5%
COc1ccc(C(=O)NNc2ncnc3c2cnn3-c2ccc(C)c(Cl)c2)cc1	-2.5%
CCOc1ccccc1NC(=O)c1c(NCc2cccs2)sc2c1CCCCC2	?
Cc1ccc(OCC(=O)Nc2ccc(Cl)c(-c3nc4ncccc4o3)c2)cc1C	-9.0%
COc1ccccc1CNC(=O)C(=O)NCC(c1cccs1)S(=O)(=O)c1cccs1 (centres undefined)	7.1%
COc1ccc(CCNC(=O)c2ccc(CSCc3ccc(C)cc3)o2)cc1OC	-9.8%
CCOC(=O)c1c(C)[nH]c(C)c1S(=O)(=O)N1CCCC(C(=O)N2CCN(c3cc(C)ccc3C)CC2)C1 (centres undefined)	2.9%
O=S(=O)(NCC(c1ccco1)S(=O)(=O)c1ccccc1)c1ccccc1 (centres undefined)	0.4%
COc1cc(S(=O)(=O)NCCc2c(C)[nH]c3ccc(C)cc23)ccc1Br	?
O=C(Nc1ccccc1Cl)c1ccc(F)c(S(=O)(=O)NCc2ccc(Cl)c(Cl)c2)c1	?
Fc1ccc(-n2ncc3c(Nc4ccc5c(c4)OCCO5)ncnc32)cc1	?
COc1cc(F)c(S(=O)(=O)Nc2c(C)n(C)n(-c3ccccc3)c2=O)cc1OC	-1.6%
Cc1cc(C)cc(NC(=O)CSc2nc(=O)[nH]c3c2CCC3)c1	2.1%
CC(=O)c1cccc(NC(=O)CSc2nc(=O)n(Cc3ccco3)c3c2CCC3)c1	6.2%
CCOc1cc(Cn2c(-c3ccc(O)c(OCC)c3)nc3ccccc32)ccc1O	?
Cc1ccccc1-n1c(SCc2ccc(Cl)cc2)nc2[nH]ncc2c1=O	?
COc1ccccc1NC(=O)c1c(NCc2ccc(OC)c(OC)c2OC)sc2c1CCC2	8.5%

(next part)
SMILES	Chronic BCR inh
CCc1sc(Nc2ccc(Cl)cc2)nc1-c1cc2cccc(OC)c2oc1=O	?
CC(C)c1ccc(Nc2sc(C(=O)c3ccccc3)c(N)c2S(=O)(=O)c2ccccc2)cc1	18.8%
CCOc1ccccc1NC(=O)c1c(NCc2ccc(OC)c(OC)c2OC)sc2c1CCC(C)C2 (centres undefined)	?
O=C(CN1N=C(c2ccc(Cl)cc2)CCC1=O)NCCc1ccc(Cl)cc1	?
CC1CCCN(CCCNC(=O)c2cc(Sc3ccc(F)cc3)nc3ccccc23)C1 (centres undefined)	?
COc1ccc2oc(=O)c(-c3nc4ccc(C)cc4[nH]3)cc2c1	0.8%
COc1ccc(CC(=O)NCc2ccc3c(c2)CCN3C(=O)c2ccc(Cl)cc2)cc1	-4.5%
COc1ccc(OC)c(C(=O)CN2C(=O)N(c3cc(C)cc(C)c3)S(=O)(=O)c3ccccc32)c1	4.1%
CC(C)(CC(=O)OCC(=O)Nc1ccc(F)c(Cl)c1)CC1=NS(=O)(=O)c2ccccc2N1	?
Cc1cccc(-n2ncc3c(Nc4c(C)cc(C)cc4C)ncnc32)c1	?
CCOc1ccc(-c2nonc2NC(=O)COc2ccccc2)cc1	4.7%
Cc1cccc(NC(=O)c2cc(S(=O)(=O)N3CCc4ccccc43)ccc2F)c1C	?
CCOC(=O)c1ccc(NC(=O)c2c(NCc3cccs3)sc3c2CCCCC3)cc1	?
CCOc1ccc(C2C(=O)N(C3CCCCC3)CC(=O)N2CCC2=CCCCC2)cc1OC (centres undefined)	-1.3%
COC(=O)c1sccc1S(=O)(=O)N1CCN(c2ccccc2)CC1	14.0%
Cc1ccc(Nc2ccc(N3CCN(C(=O)c4cccc([N+](=O)[O-])c4)CC3)nn2)cc1	9.4%
CCOCCCN1C(=O)CN(C2CCCCCC2)C(=O)C1c1ccc(OC(C)C)c(OC)c1 (centres undefined)	1.7%
CCOC(=O)N1CCc2c(sc(NCc3cc(OC)ccc3OC)c2C(=O)Nc2cc(OC)ccc2OC)C1	-11.0%
CCOc1ccccc1Nc1sc(C(=O)c2ccc(Cl)cc2)c(N)c1S(=O)(=O)c1ccccc1	?
COc1ccc(Nc2ncnc3c2cnn3-c2ccc(C)cc2)cc1Cl	20.8%
CCCCN(CCCC)S(=O)(=O)c1ccc2oc(C(=O)NCc3ccc(C)cc3)c(C)c2c1	4.9%
CN(Cc1ccccc1)C(=O)CSc1nc2ccsc2c(=O)n1-c1ccc(F)cc1	19.4%
CCOC(=O)c1c(C)[nH]c(C)c1S(=O)(=O)N1CCC(C(=O)N2CCN(c3ccccc3)CC2)CC1	-20.5%
CCOCCn1ccc2c(OCC(=O)Nc3cccc([N+](=O)[O-])c3)cccc2c1=O	0.4%
Cc1oc(-c2ccc(Cl)cc2)nc1CSCC(=O)NCc1ccccc1Cl	28.6%

Other results
SMILES	Chronic BCR inh
COc1ccc(NC(=O)Cn2c(=O)oc3cc(S(=O)(=O)NCc4ccccc4)ccc32)c(OC)c1	11.4%
CCOCCn1ccc2c(OCC(=O)Nc3ccc(OC(F)(F)F)cc3)cccc2c1=O	?
COc1ccc(OC)c(Nc2nc(-c3ccc(C)cc3)nc3ccccc23)c1	2.5%
O=C(c1ccco1)N(Cc1cccnc1)c1nc2ccc(F)cc2s1	1.0%
Cn1ccc2c(OCC(=O)NCc3ccccc3Cl)cccc2c1=O	?
CCc1ccc(CNC(=O)c2ccc(CS(=O)(=O)Cc3ccccc3C)o2)cc1	-18.3%
O=C(COc1ccccc1)N(Cc1cccnc1)c1nc2c(F)cccc2s1	9.1%
CC(=O)c1cccc(NC(=O)Cn2c(=O)oc3cc(S(=O)(=O)NCc4ccccc4)ccc32)c1	6.7%
CCc1ccc(C(=O)NC(Cc2c[nH]c3ccccc23)C(=O)OCC(=O)c2ccc(Br)cc2)cc1 (centres undefined)	?
Nc1nnc(SCC(=O)Nc2ccc(Cl)cc2)s1	-0.7%
COC(=O)c1scc(-c2ccccc2)c1S(=O)(=O)Nc1ccccc1	?
COc1ccc(-c2nc3n(n2)C(c2ccccc2)C(C(=O)Nc2cccnc2)=C(C)N3)cc1 (centres undefined)	-4.6%
Cc1c(C(=O)Nc2cccc(C(F)(F)F)c2)oc2ccc(S(=O)(=O)N3CCC4(CC3)OCCO4)cc12	-2.4%
CC(C)CCn1c(SCc2ccc(F)cc2Cl)nc2ccsc2c1=O	6.8%
COCCNC(=O)c1cccc(Nc2nc3ccccc3n3nnnc23)c1	-1.7%
